Screening results (PubChem BioAssay)
CHO parental Ca = counter-screen: ATP calcium response change in parental CHO cells. parental CHO-K1, ATP-induced calcium, Fluo-8 fluorescence. inhibition, % at 5.6 µM. 330,000 compounds, 0.63% hits. AID 463079;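 active = inhibition above that plate's mean sample inhibition plus 3 SD, cut at about 26% in these data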;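 also: 0% = ATP-challenged DMSO wells and 100% = DMSO wells without ATP; some compounds past the cut are filed as inactive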
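Measured by: calcium-sensitive Fluo-8 fluorescence / Test system: CHO parental line / Controls: ATP-challenged DMSO wells low, unchallenged DMSO wells high / Measure: % inhibition / Compound: single nominal dose of 5.6 µM per compound / Replicates: single well per compound, no replicates / Reagent: ATP as calcium-mobilizing challenge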
CHO-K1 Ca PAM = nonselective activator or artifact in parental CHO-K1 calcium assay; ATP EC20, Fluo-8 calcium fluorescence; 0% at ATP EC20, 100% at ATP max; activation, % at 3 µM; 360,000 compounds, 0.02% hits;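 active = activation above the run cutoff, the mean activation of all test compounds plus 3 SD, cut at about 40% in these data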;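 also: peak over basal fluorescence ratio in a 140 s read after ATP addition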
OXTR potentiate = human OXTR potentiation; CHO-OTR cells, Fluo-8 calcium fluorescence, potentiator mode; 0% = oxytocin EC15, 100% = EC100; P30559; 320,000 compounds, 0.061% hits; activation, % at 3 µM;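 active = activation above that plate's cutoff, the mean activation of tested compounds plus 3 SD, cut at about 6.6% in these data, passing the limit was not always enough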;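 also: 100% uses oxytocin at 75 nM as the full agonist control; some results filed as inactive read as strong as hits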
Target sequence (P30559 whole entry, looked up): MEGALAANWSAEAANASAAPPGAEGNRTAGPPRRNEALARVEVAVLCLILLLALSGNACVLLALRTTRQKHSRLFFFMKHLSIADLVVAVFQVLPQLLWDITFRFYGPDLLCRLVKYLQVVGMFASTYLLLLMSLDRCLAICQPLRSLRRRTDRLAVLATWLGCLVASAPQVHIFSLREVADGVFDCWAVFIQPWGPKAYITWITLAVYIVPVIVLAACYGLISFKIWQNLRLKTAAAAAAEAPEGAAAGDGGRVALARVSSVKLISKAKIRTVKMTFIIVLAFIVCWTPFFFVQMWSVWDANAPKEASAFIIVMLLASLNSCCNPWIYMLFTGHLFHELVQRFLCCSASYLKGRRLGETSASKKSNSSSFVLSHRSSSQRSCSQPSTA
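Assay system: CHO cell line stably expressing human OTR. Reagent: EC15 oxytocin agonist. Dosing: single dose, 3.0 µM nominal final compound concentration. Timing: compound 6 min at room temperature before oxytocin, 100 s read. Signal: kinetic Fluo-8 calcium fluorescence. Controls: oxytocin EC15 low and EC100 high.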
CHO-K1 Ca antag = nonselective inhibitor or artifact in parental CHO-K1 cells. ATP-induced calcium, Fluo-8 fluorescence. inhibition, % at 3 µM. 360,000 compounds, 0.6% hits. AID 602250;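 active = inhibition above a per-plate cutoff, the plate's mean sample inhibition plus 3 SD, cut at about 24% in these data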;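 also: 0% = DMSO plus EC80 ATP and 100% = DMSO alone without ATP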
M1 antag = human CHRM1 antagonism | inhibition, % at 3 µM | P11229 | CHO-K1 hM1, Fluo-8 calcium fluorescence, ACh EC80 antagonist | 360,000 compounds, 1.3% hits | AID 588852;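 active = percent inhibition above its own plate's cutoff, namely the mean of that plate's compound wells plus 3 SD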;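 also: peak over basal fluorescence ratio during 140 s after agonist addition; 0% = ACh EC80 plus DMSO and 100% = DMSO alone without agonist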
CHRM1 agonist = agonists of human M1 muscarinic receptor. activation, % at 3 µM. 360,000 compounds, 0.33% hits. AID 588814. P11229. CHO-K1 hM1, Fluo-8 calcium fluorescence, agonist mode; 0% DMSO, 100% acetylcholine EC100;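 active = activation above the run's mean compound activation plus 3 SD, cut at about 16% in these data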;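 also: peak over basal fluorescence ratio within a 140 s kinetic read after compound addition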
TAAR1 antag = human TAAR1 antagonism; 360,000 compounds, 1.5% hits; inhibition, % at 3 µM; AID 624466; CHO RD-HGA16 TAAR1, Fluo-8 calcium fluorescence, antagonist;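 active = inhibition above a per-plate cutoff, the mean inhibition of test compounds on that plate plus 3 SD, cut at about 49% in these data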;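 also: 0% = DMSO plus EC80 beta-PEA response and 100% = DMSO alone without agonist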
Target sequence (Q96RJ0 whole entry, looked up): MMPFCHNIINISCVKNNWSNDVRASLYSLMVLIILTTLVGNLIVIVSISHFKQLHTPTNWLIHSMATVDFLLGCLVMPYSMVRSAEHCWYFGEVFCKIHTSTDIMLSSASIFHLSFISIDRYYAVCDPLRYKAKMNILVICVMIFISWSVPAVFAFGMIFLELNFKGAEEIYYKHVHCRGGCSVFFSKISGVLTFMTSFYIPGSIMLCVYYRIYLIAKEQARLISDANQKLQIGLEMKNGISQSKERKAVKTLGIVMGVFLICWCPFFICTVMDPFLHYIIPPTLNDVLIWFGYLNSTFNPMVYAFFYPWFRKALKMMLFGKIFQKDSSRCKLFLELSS
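Test system: hTAAR1-expressing CHO RD-HGA16 cells, Gα16-coupled; Probe or stimulus: EC80 β-phenethylamine stimulus; Compound dosing: single nominal final test compound concentration of 3 µM; Timing: 140 s kinetic read after compound, 140 s after agonist; Signal: Fluo-8 calcium-sensitive fluorescence; Measure: % inhibition of agonist calcium response; Controls: DMSO and EC80 PEA controls.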
M1 ag parental = nonselective activator or artifact in parental CHO-K1 cells; AID 602248; activation, % at 3 µM; Fluo-8 calcium fluorescence; scaled to maximal ATP response, vehicle zero; 360,000 compounds, 0.48% hits; in the data active = activation above about 15%;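 also: untransfected CHO-K1 host cells lacking M1 receptor as counterscreen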
TAAR1 ag = agonists of human TAAR1; Q96RJ0; CHO RD-HGA16 TAAR1, Fluo-8 calcium fluorescence; vehicle wells 0%, saturating PEA agonist 100%; activation, % at 3 µM; 360,000 compounds, 0.99% hits;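 active = activation above the mean activation of all test compounds in the run plus 3 SD, cut at about 38% in these data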
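System: CHO RD-HGA16 cells carrying human TAAR1 plus Gα16; Incubation: 17-24 h seeding, 75 min 37 °C dye, 30 min RT; Measured by: Fluo-8 fluorescence, 5 s baseline then 140 s kinetic read; Control set: DMSO and PEA EC100; Replication: single well for each compound.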
Numbers without * were called inactive; · = no result given.

The first two entries (preview)
SMILES	CHO parental Ca	CHO-K1 Ca PAM	OXTR potentiate	CHO-K1 Ca antag	M1 antag	CHRM1 agonist	TAAR1 antag	M1 ag parental	TAAR1 ag
C[C@@H]1CN([C@H](C)CO)C(=O)CCCn2nncc2CO[C@H]1CN(C)Cc1ccc2cccnc2c1	·	2	·	-5	4	-3	7	0.3	1
CC(=O)c1cn(C)c(=O)[nH]c1=O	-4	18	-6	-11	1	-7	-5	1.2	2

This part in full, repeating the preview:
SMILES	CHO parental Ca	CHO-K1 Ca PAM	OXTR potentiate	CHO-K1 Ca antag	M1 antag	CHRM1 agonist	TAAR1 antag	M1 ag parental	TAAR1 ag
C[C@@H]1CN([C@H](C)CO)C(=O)CCCn2nncc2CO[C@H]1CN(C)Cc1ccc2cccnc2c1	·	2	·	-5	4	-3	7	0.3	1
CC(=O)c1cn(C)c(=O)[nH]c1=O	-4	18	-6	-11	1	-7	-5	1.2	2
COc1ccc(OC)c(-c2cc(C(=O)N/N=C/c3cc(OC)c(OC)cc3OC)c3ccccc3n2)c1	-15	-25	-4	15	-11	0	-9	-0.6	3
O=C(Nc1ccccn1)c1cccc(S(=O)(=O)N2CCc3ccccc3C2)c1	-18	-11	-10	9	0	-3	-3	6.9	3
COCCN(C(=O)CSc1nnc(C)n1Cc1ccccc1)c1c(N)n(CC(C)C)c(=O)[nH]c1=O	-4	-13	-12	-1	1	-4	-1	-0.3	0
CCCCNS(=O)(=O)c1ccc(NC(=O)Cc2ccccc2[N+](=O)[O-])cc1	-15	-13	-8	0	3	-8	1	0.8	9
O=C(Cc1ccccc1)Nc1ccc(N2CCCCC2)cc1	2	19	-8	-6	-7	-7	-5	0.0	5
C=CCOC(=O)C1=C(C)OC(N)=C(C#N)C1c1ccc(OC)c(CSc2ccccn2)c1 (stereo not given)	-16	-5	-12	7	-7	-6	-11	-0.1	4
O=C(OCC(O)C(O)COC(=O)c1ccccc1)c1ccccc1 (stereo not given)	-3	12	-9	-11	-16	-3	-5	1.8	3
COC(CNC(=O)c1cccc2c1C(=O)N(Cc1cccnc1)C2)OC	-4	17	-13	-10	-9	0	2	0.5	2
COc1ccc(-c2noc(C3CCCN(C(=O)Nc4ccccc4F)C3)n2)cc1 (stereo not given)	-18	-6	-8	-11	-1	9	2	1.0	0
COc1cc(OC)c2c(=O)c(OC)c(-c3ccc(OC)c(OC)c3)oc2c1	-14	-13	-2	-1	-4	-2	·	0.2	·

The last 3 records of the section above come first, to join the parts:
SMILES	CHO parental Ca	CHO-K1 Ca PAM	OXTR potentiate	CHO-K1 Ca antag	M1 antag	CHRM1 agonist	TAAR1 antag	M1 ag parental	TAAR1 ag
COC(CNC(=O)c1cccc2c1C(=O)N(Cc1cccnc1)C2)OC	-4	17	-13	-10	-9	0	2	0.5	2
COc1ccc(-c2noc(C3CCCN(C(=O)Nc4ccccc4F)C3)n2)cc1 (stereo not given)	-18	-6	-8	-11	-1	9	2	1.0	0
COc1cc(OC)c2c(=O)c(OC)c(-c3ccc(OC)c(OC)c3)oc2c1	-14	-13	-2	-1	-4	-2	·	0.2	·
Cc1cc2n(n1)C(c1ccccc1Cl)Nc1ccccc1-2 (stereo not given)	-13	8	4	0	-13	-6	-12	-0.5	-1
Cn1c(=NC(=O)c2ccccc2[N+](=O)[O-])sc2cccc(F)c21	-14	12	2	-9	-7	-3	11	0.1	-4
COCCn1c(C)cc(/C=C2/SC(=O)N(C(C)C(=O)OC)C2=O)c1C (stereo not given)	-15	-10	-9	-5	-10	-4	-18	0.3	6
CCN(CC)CCCCCOc1ccccc1OC	-3	-7	-8	-11	-6	-13	-2	0.4	3
COc1ccc(CCN2C(=O)c3[nH]nc(-c4ccccc4O)c3C2c2ccccc2)cc1OC (stereo not given)	-12	9	-20	-4	-1	0	44	1.4	7
CCOC(=O)N1CCN(c2c(N3CCc4ccccc43)c(=O)c2=O)CC1	-5	23	-8	-8	-13	-3	-3	0.0	0
CSc1sc(C(=O)NCC2CC2)c2c1S(=O)(=O)N(C)c1ccccc1-2	-18	-3	0	-8	-10	-1	1	2.5	2
CC(C)c1ccc(OCC(=O)N(Cc2ccco2)C2CCS(=O)(=O)C2)cc1 (stereo not given)	-12	20	-10	-12	-12	-1	-11	1.0	2
COC(=O)CSc1ncnc2c1cnn2Cc1ccccc1	-8	13	-11	3	-2	-4	18	1.4	0
CCOc1ccc(CC(=O)Nc2c(C(N)=O)oc3ccccc23)cc1OCC	-16	14	-10	-6	-13	0	21	0.8	10
O=C(CSCc1ccccc1)N/N=C/c1ccccc1OCc1ccccc1	-21	-7	-4	-12	-6	-2	41	0.5	2
N#Cc1c(NC(=O)COC(=O)c2nccnc2N)sc2c1CCCC2	-34	-14	-4	5	6	-2	-13	0.6	2
Cc1ccc(C)c(/C(O)=C2\C(=O)C(=O)N(Cc3cccnc3)C2c2cccnc2)c1 (stereo not given)	3	9	-6	-9	-25	-1	-4	-0.1	5
CC(C)OCCCNC(=O)Nc1cccc2ccccc12	-2	12	-1	-4	-7	-3	20	0.2	1
COCOCCn1cc(CN2CCS(=O)(=O)N(Cc3ccc(-c4ccc(C)cc4)cc3)C(CC(C)C)C2=O)nn1 (stereo not given)	·	-11	·	-2	-8	2	-1	-0.1	2
CCOC(=O)/C(C#N)=C/Nc1ccccc1OC	-9	-6	-2	22	-11	-3	4	-0.4	4
C[C@@H]1COC(=O)CCC/C=C\C[C@@H](CC(=O)N(CCO)Cc2ccccc2)C(=O)N1	-14	-4	4	-7	14	-3	-11	0.1	2
Cc1ccc(-c2cc(N)n(-c3ccccc3)n2)cc1	-13	11	-1	-13	-8	-3	8	-0.3	2
CCC(Oc1ccccc1)C(=O)N1CCN(c2ccccn2)CC1 (stereo not given)	4	2	-10	-7	-15	-3	-1	0.1	3
Cn1c(SCc2nn[nH]n2)nc2c1c(=O)n(Cc1ccccc1Cl)c(=O)n2C	-9	-4	0	5	12	-3	11	-0.1	2
N#CC1(C#N)CC(C=O)=C(N)C1(C#N)CC(=O)C12CC3CC(CC(C3)C1)C2 (stereo not given)	2	11	-4	3	-1	-4	-7	0.7	1
C/C(=N\NC(=O)c1cc(C2CC2)nc2ccccc12)c1ccc(O)cc1O	-17	20	0	-33	-9	-1	-5	1.1	-2
C/C(=N\NC(=O)C1(C)NC(C)(C)Cc2ccccc21)c1ccccc1 (stereo not given)	0	-5	-11	0	-5	-8	-2	0.0	5
Cc1cccc(NC(=S)N(CCCN2CCOCC2)C(C)c2cc3ccccc3o2)c1 (stereo not given)	-18	30	-5	-13	4	-7	-66	0.1	-1
CN(CC(=O)Nc1ccc(N2CCOCC2)cc1)CC(=O)Nc1ccccc1[N+](=O)[O-]	-16	10	-1	2	6	-6	-8	0.3	2
O=C(/C=C/c1ccccc1)Nn1cnc2ccccc2c1=O	-10	7	-5	-4	-2	-7	20	0.1	2
COc1cccc(CNC(=O)CCC2CCCN(C(=O)c3ccc(C)nc3)C2)c1 (stereo not given)	0	-4	6	-8	-10	-4	-18	0.3	0
O=C(NC1CC1)c1ccc(S(=O)(=O)NCC2CCCCC2)cc1	-6	8	-11	-6	2	5	-4	6.2	2
COc1ccc(CC(=O)NNC(=O)c2ccccn2)cc1	-6	7	-5	7	-14	-1	-3	1.2	7
O=C(CNc1cccc([N+](=O)[O-])c1)NC(=O)NC1CCCCC1	-22	25	-5	-3	-11	-3	-4	4.2	2
Cc1ccc(Cc2c(-c3ccc(C)cc3)nc3ccc(Cl)cn23)cc1	·	-9	·	6	-16	3	3	-0.8	3
c1ccc2oc(NC3=NCN(C4CCCCC4)CN3)nc2c1	-7	-16	-6	4	-19	-2	-8	0.0	0
O=C(Nc1ccc(Oc2cccc(C(F)(F)F)c2)nc1)c1ccccc1	12	-19	-16	14	6	1	11	5.5	8
CCOc1ccc(-n2nnnc2SCC(=O)Nc2cccc(O)c2)cc1	12	7	-8	3	-7	1	-14	6.2	2
Oc1ccc(-c2nnc(SCc3ccccc3)o2)cc1	2	11	2	-4	-6	-2	7	0.0	1
O=C(CCN1c2ccccc2Sc2ccccc21)Oc1ccccc1	-12	6	-6	0	-7	-9	-46	-0.1	6
COc1ccc(-c2cc(C(F)F)n3ncc(C(=O)N4CCc5ccccc5C4)c3n2)cc1	-19	16	-6	-12	-5	-10	18	0.1	36
Cc1ccc(N(C)C(=O)c2cnn(-c3ccccc3)c2C)c(C)c1	-7	22	-13	-10	-12	-5	-19	1.6	4
Cc1cc(=O)n2[nH]cc(C(=O)O)c2n1	-4	19	1	-5	1	-3	17	0.5	2
O=C1OC(c2ccccc2)C(O)=C1c1ccccc1 (stereo not given)	·	7	·	-8	-11	-1	-3	0.2	4
CCOC(=O)Cc1csc(NC(=O)CSc2nc(N)c3c(C)c(C)sc3n2)n1	-3	25	-21	-12	-3	1	28	5.2	3
O=C(/C=C/c1ccccc1)NC(N1CCOCC1)C(Cl)(Cl)Cl (stereo not given)	-4	23	0	-2	-3	-7	-9	0.4	1
Cc1cc(NC(=O)c2ccccc2F)n(C(C)(C)C)n1	-33	8	-4	-1	-3	-1	-21	0.5	3
CN(Cc1ccco1)Cc1ccc(O)c2ncccc12	8	1	-6	7	-7	4	·	0.4	·
O=C1c2ccc(Oc3cccc([N+](=O)[O-])c3)cc2C(=O)N1c1ccccn1	-16	17	-5	1	-15	-5	5	0.3	1
Cc1cc2ccccn2c1C(=O)c1ccc([N+](=O)[O-])o1	-7	16	0	-16	-7	-9	-8	-0.8	-1
Clc1ccc(CSc2nnc(-c3ccccn3)n2Cc2cccs2)cc1Cl	·	6	·	2	-13	-2	21	-0.1	6
CCOC(=O)C1CCN(C(=O)CCN2C(=O)C3C4C=CC(C4)C3C2=O)CC1 (stereo not given)	2	11	-12	0	-5	0	-7	0.1	15
O=C(CN1C(=O)COc2ccccc21)NCCN1CCC(Cc2ccccc2)CC1	-24	13	-10	-5	30*	-3	3	5.6	13
Cc1cc2oc(C(=O)NCCc3ccc(S(N)(=O)=O)cc3)cc(=O)c2cc1C	-3	13	-9	-10	-5	-4	7	0.9	4
COc1ccc(C)cc1NC(=O)COC(=O)Cc1c[nH]c2ccccc12	·	14	·	-2	-13	0	8	2.3	0
COc1cc(C(=S)N(C)C)ccc1O	0	12	-4	0	-12	-2	-11	-0.1	8
O=C(CC1CCCCC1)N1CCCC(c2nc(-c3ccc(S(=O)(=O)N4CCCC4)cc3)no2)C1 (stereo not given)	-17	-3	-7	-18	-13	-1	22	6.5	4
